Assay outcomes as filed in PubChem BioAssay.
PLK1 PBD block: qHTS for Inhibitors of PLK1-PDB (polo-like kinase 1 - polo-box domain): Primary Screen; Plk1 PBD binding of FITC phosphopeptide, fluorescence polarization; Potency, µM, without a hit: max response, negative = inhibition, actives largely listed as inhibitors; actives 2.8% (n = 360,000); further: potency means the concentration at half of the fitted maximal effect; series mostly up to about 57 µM; on the % scale 0 is the no-effect control and ±100 the full control effect; nearly all actives have a fitted effect of over 65% in size
EPAC2 ag: qHTS for Agonist of cAMP-regulated guanine nucleotide exchange factor 4 (EPAC2): primary screen; actives 0.079% (n = 360,000); Potency, µM (doses to about 154 µM), without a hit: at the top dose activation, actives largely listed as activators; EPAC2 activation, biochemical qHTS; response scale: 100% = 6.5 mM cAMP response; Rap guanine nucleotide exchange factor 4 (Homo sapiens), Q8WZA2; further: potency means the concentration at half of the fitted maximal effect; nearly all actives have a fitted effect of over 50% in size
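Fluorescence exchange assay: 100 nM EPAC2 with 250 nM RAP1B-BODIPY-GDP and 50 uM GDP; compounds tested as a concentration-titration series (qHTS). Loss of Rap1-bound BODIPY-GDP fluorescence read at 480/540 nm; data normalized to 6.5 mM cAMP.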
EPAC1 ag: qHTS for Agonist of cAMP-regulated guanine nucleotide exchange factor 3 (EPAC1): primary screen; Rap guanine nucleotide exchange factor 3 (Homo sapiens), O95398; EPAC1 agonist qHTS, biochemical assay; response scale: 100% = response to 6.5 mM cAMP; Potency, µM (top dose mostly 154 µM), inactives show at the highest dose activation, hits mostly activators; actives 0.073% (n = 360,000); further: potency means the concentration at half of the fitted maximal effect; nearly all actives have a fitted effect of over 60% in size
Target sequence (O95398 whole entry, looked up): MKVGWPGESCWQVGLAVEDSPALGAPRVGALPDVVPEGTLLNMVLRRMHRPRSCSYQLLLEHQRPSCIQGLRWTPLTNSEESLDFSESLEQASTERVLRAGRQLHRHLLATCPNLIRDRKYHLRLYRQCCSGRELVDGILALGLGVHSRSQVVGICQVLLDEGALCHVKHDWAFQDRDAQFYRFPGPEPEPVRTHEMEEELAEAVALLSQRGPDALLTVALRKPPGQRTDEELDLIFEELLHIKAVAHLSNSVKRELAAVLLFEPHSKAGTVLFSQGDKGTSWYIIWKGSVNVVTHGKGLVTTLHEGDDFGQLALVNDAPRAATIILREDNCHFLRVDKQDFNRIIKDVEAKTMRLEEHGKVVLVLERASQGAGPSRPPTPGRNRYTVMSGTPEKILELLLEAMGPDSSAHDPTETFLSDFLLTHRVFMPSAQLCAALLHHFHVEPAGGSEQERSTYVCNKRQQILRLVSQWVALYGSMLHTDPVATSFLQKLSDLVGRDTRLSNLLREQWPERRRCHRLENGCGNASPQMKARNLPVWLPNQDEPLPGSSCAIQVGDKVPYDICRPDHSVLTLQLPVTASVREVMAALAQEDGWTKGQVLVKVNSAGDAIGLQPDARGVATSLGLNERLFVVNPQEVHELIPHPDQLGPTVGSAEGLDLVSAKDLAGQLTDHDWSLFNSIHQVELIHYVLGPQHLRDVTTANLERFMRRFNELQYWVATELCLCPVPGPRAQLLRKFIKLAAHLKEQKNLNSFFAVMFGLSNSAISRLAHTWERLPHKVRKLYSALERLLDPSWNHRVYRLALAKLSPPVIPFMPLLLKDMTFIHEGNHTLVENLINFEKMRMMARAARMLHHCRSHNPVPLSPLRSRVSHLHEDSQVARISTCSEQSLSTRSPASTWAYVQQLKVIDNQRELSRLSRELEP
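Compounds were pinned as a concentration titration into mixtures of EPAC1 (100 nM), BODIPY-GDP-loaded Rap1B (250 nM) and GDP (50 uM). After 5 min at room temperature, fluorescence was followed for 30 min; activity was scaled to 6.5 mM cAMP.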
CCT modulator: High-Throughput Screening for Modulators of Cytosolic Chaperonin Activity; AID 651819, 2012; actives 0.3% (n = 360,000); activity change, % (no concentration beside the values), hits read low; purified chaperonin ATPase assay, HTRF ADP detection, 30 min; in the data active means activity change below about -30%; further: on the % scale 0 is the no-effect control and ±100 the full control effect
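TRiC (40 or 20 nM final, by batch activity) in 30 mM Tris pH 7.4, 100 mM KCl, 5 mM MgCl2, 1 mM DTT was treated with compound at 76 uM single dose, then 10 uM ATP, 30 min at 37 °C. ADP was read by HTRF Transcreener.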
WRN helicase inh: qHTS for Inhibitors of WRN Helicase; AID 651768, 2012; actives 0.46% (n = 360,000); WRN helicase unwinding, fluorescent forked duplex, kinetic; Potency, µM (series often up to 114 µM), for the others: at the top dose activity change, negative = inhibition, actives largely listed as inhibitors; Bifunctional 3'-5' exonuclease/ATP-dependent helicase WRN (Homo sapiens), Q14191; further: potency means the concentration at half of the fitted maximal effect; on the % scale 0 is the no-effect control and ±100 the full control effect; nearly all actives have a fitted effect of over 55% in size
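Fluorescence dequenching readout, ex 525 nm/em 598 nm, kinetic mode: forked duplex DNA (100 nM final) with adjacent fluorophore and quencher unwound by WRN (20 nM final) with 2 mM ATP. Compound preincubation 15 min, room temperature.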
IL2 activator: qHTS of IL-2 Activators. activation, % (series mostly up to about 46 µM). IL-2 activation reporter assay, cell-based qHTS; stimulated with anti-CD3/CD4/CD28 beads; in transgenic mouse T cells. actives 0.065% (n = 360,000). AID 652025, 2013; in the data active means activation above about 50%; inconclusive means mostly about 30% to 49%; further: 0% is about no effect
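Screening format: compound pinned onto unstimulated transgenic mouse T cells, 60 min incubation, then anti-CD3/anti-CD4/anti-CD28 bead stimulation for 18 hours at 37 degrees C, followed by EGFP and DsRed detection.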
PI5P4Ka inh: qHTS for Inhibitors of phosphatidylinositol 5-phosphate 4-kinase (PI5P4K). max response, %. actives 1.2% (n = 330,000). PI5P4Kalpha enzyme, ADP-Glo luminescence, 60 min; hits give low values. AID 652105, 2013; active means max response of -50% or lower; inconclusive means between -30% and -50%; inactive means -30% or higher; further: value at the top dose of about 77 µM; on the % scale 0 is the no-effect control and ±100 the full control effect
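Compounds were pin-transferred onto PI5P4Kalpha and substrate in HEPES pH 7.4 buffer with EGTA, CHAPS and 5% DMSO. ATP (5 microM final) started the reaction, which ran 60 minutes at room temperature before ADP-Glo detection.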
EPAC1 antag: qHTS for Antagonist of cAMP-regulated guanine nucleotide exchange factor 3 (EPAC1): primary screen | actives 0.14% (n = 360,000) | EPAC1 GEF assay, Rap1b-BODIPY-GDP exchange fluorescence | Potency, µM (highest dose often 115 µM), for the others: at the highest dose activity change, negative = inhibition, hits mostly inhibitors | Rap guanine nucleotide exchange factor 3 (Homo sapiens), O95398 | AID 720709, 2013;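 further: potency means the concentration at half of the fitted maximal effect; plate controls were vehicle for no effect and positive control for full effect; nearly all actives have a fitted effect of over 50% in size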
An asterisk follows results filed as active; ? = inconclusive; · = no result given; [ ] = dose if it differs, or a comment. Unless noted, the call rests on the fitted dose curve; in most records, active means well fitted curve in the direction sought with a large enough effect; inconclusive means small, poorly fitted or top-dose-only effect, or another doubt; inactive means no such curve, though single readings can be large; an effect the other way counts as inactive or inconclusive.

Every second line gives: PLK1 PBD block, EPAC2 ag, EPAC1 ag, CCT modulator, WRN helicase inh, IL2 activator, PI5P4Ka inh, EPAC1 antag
COc1ccc2oc(=O)c(C(=O)NCCc3ccc(OC)c(OC)c3)cc2c1
    -6%, -5%, 5%, 0.6, 1%, -3.4, 6, -7%
COc1ccc(C2(C)CC(C)(C)Nc3ccccc32)cc1 (configuration not stated)
    0%, 6%, 0%, 3.2, -10%, 0.0, 12, -15%
Cn1c(=O)[nH]c(=O)c2c1nc1n2CCCN1Cc1ccccc1
    3%, 3%, 13%, 0.1, 1%, 0.3, 7, -5%
CCCCCCCCN1C(=O)[C@H](CC(=O)NCc2ccc(OC)c(OC)c2)C[C@@]2(C(=O)OCC)CCCC=C12
    2%, 1%, -28%, 0.7, -7%, -1.0, 20, -27%
CN(C)/C=C/C(=O)c1cccc([N+](=O)[O-])c1
    ?, 9%, 10%, -3.1, -4%[57.1 µM], -0.2, 7, -1%
Cc1cc(NC(=O)CCc2ccc(C)o2)no1
    -6%, 4%, -3%, 0.3, -22%, -4.0, 1, 9%
COc1cccc(-c2cc3onc(-c4ccccc4)c3c(=O)n2C)c1
    -3%, 19%, -5%, -0.7, 5%, -0.6, 10, 4%
Cc1ccc(OCC(=O)Nc2ccc(NC(=O)c3ccccc3)cc2)cc1C
    -7%, 6%, 8%, -0.3, -1%, -4.6, -10, -20%
O=C(Nc1nnc(COc2ccc(F)cc2)s1)c1cccs1
    -12%, 16%, 3%, -1.9, 1%, 1.1, -8, -10%
COCC(C)n1c(C)cc(C(=O)CN2c3cccc4cccc(c34)S2(=O)=O)c1C (configuration not stated)
    -16%, 19%, -2%, -3.6, 4%, -0.8, -3, 4%

More records:
Every second line gives: PLK1 PBD block, EPAC2 ag, EPAC1 ag, CCT modulator, WRN helicase inh, IL2 activator, PI5P4Ka inh, EPAC1 antag
CC(=O)Oc1c(C(=O)c2nnc(C)o2)c(=O)n(Cc2ccccc2)c2ccccc12
    -23%, -9%, -1%, -2.2, -14%, 0.7, -3, -7%
CCOC(=O)c1cc(C(=O)OCC)c(=O)[nH]c1SCc1ccccc1
    -24%, -6%, -6%, 2.2, -9%, 0.8, -4, -14%
COc1ccccc1N(CC(O)Cn1c2ccccc2c2ccccc21)S(=O)(=O)c1ccccc1 (configuration not stated)
    -5%, 8%, 2%, -2.5, -7%, -5.5, -8, -15%
COc1ccc(C(=O)NCCS(=O)(=O)NCc2ccc3c(c2)OCO3)cc1
    -8%, 0%, -1%, -1.0, -11%, -0.6, -3, -4%
O=C(C1CCN(S(=O)(=O)N2CCC3(CC2)OCCO3)CC1)N1CCOCC1
    0%, -1%, 6%, -1.9, -4%, 0.5, ·, 9%
Cc1csc(C2=C(O)CN(CCc3ccccc3)C2=N)n1
    -5%, 15%, -2%, -1.4, -12%, -1.9, ·, 21%
COc1ccccc1CN1CCCC(C(=O)N2CCCCC2)C1 (configuration not stated)
    6%, 2%, -3%, -1.7, -1%, 6.7, -1, 8%
Cc1sc2ncnc(OCC(=O)N3CCN(C(=O)c4ccco4)CC3)c2c1C
    -3%, 5%, 10%, 0.8, -7%, 0.0, 0, 8%
COc1ccc(C(C(=O)NC2CCCCC2)N(CC2CCCO2)C(=O)CCCC(=O)Nc2ccccn2)cc1 (configuration not stated)
    0%, 5%, 3%, 0.0, 3%, 1.6, 0, -6%
Cc1ccc(N2C(=O)C(Cl)=C(NCCO)C2=O)c(C)c1
    -6%, -2%, 0%, -2.1, 2%, 8.2, 1, 8%

5 entries already listed, arranged by heavy-atom count, largest number first.
Every second line gives: PLK1 PBD block, EPAC2 ag, EPAC1 ag, CCT modulator, WRN helicase inh, IL2 activator, PI5P4Ka inh, EPAC1 antag
CC(=O)Oc1c(C(=O)c2nnc(C)o2)c(=O)n(Cc2ccccc2)c2ccccc12
    -23%, -9%, -1%, -2.2, -14%, 0.7, -3, -7%
Cc1sc2ncnc(OCC(=O)N3CCN(C(=O)c4ccco4)CC3)c2c1C
    -3%, 5%, 10%, 0.8, -7%, 0.0, 0, 8%
CCOC(=O)c1cc(C(=O)OCC)c(=O)[nH]c1SCc1ccccc1
    -24%, -6%, -6%, 2.2, -9%, 0.8, -4, -14%
Cc1csc(C2=C(O)CN(CCc3ccccc3)C2=N)n1
    -5%, 15%, -2%, -1.4, -12%, -1.9, ·, 21%
Cc1ccc(N2C(=O)C(Cl)=C(NCCO)C2=O)c(C)c1
    -6%, -2%, 0%, -2.1, 2%, 8.2, 1, 8%

(list continues)
Compound | PLK1 PBD block | EPAC2 ag | EPAC1 ag | CCT modulator | WRN helicase inh | IL2 activator | PI5P4Ka inh | EPAC1 antag
COc1ccccc1N1CCN(C2CCCN(Cc3c(F)cccc3F)C2)CC1 (configuration not stated) | 1% | 5% | 3% | -1.1 | -5% | -0.5 | -5 | 10%
CCN(CC)C(=O)CSc1nnc(-c2ccc(S(=O)(=O)N3CCOCC3)cc2)n1C | -7% | 15% | 11% | 0.3 | -3% | -0.3 | 1 | -10%
Cc1ccc(NC(=S)Nc2ccc3cn[nH]c3c2)cc1 | -11% | -3% | -27% | 1.3 | -7% | 1.5 | -9 | -3%
CC(=O)C1=C(C)Nc2ncnn2C1c1ccc(Br)cc1 (configuration not stated) | -14% | -3% | -7% | 1.5 | -9% | -0.7 | -6 | 12%
Cc1cc(Cl)c(S(N)(=O)=O)cc1OCC(N)=O | -4% | -2% | 0% | -0.3 | 5%[57.1 µM] | 0.0 | 8 | -9%
CCOC(=O)C1(C)CCCN1C(=O)c1ccc(C(=O)OC)cc1 (configuration not stated) | 1% | 6% | 5% | 0.3 | 4% | -0.4 | -2 | 11%
O=C(/C=C/c1ccc([N+](=O)[O-])cc1)c1ccccc(=O)c1O | -30% | -14% | -7% | 0.4 | ? | -5.4 | -4 | -14%
CC(CC(=O)O)n1nnc2ccccc21 (configuration not stated) | -3% | 9% | 2% | -3.4 | -5% | -1.3 | -4 | -11%

Continued.
Compound | PLK1 PBD block | EPAC2 ag | EPAC1 ag | CCT modulator | WRN helicase inh | IL2 activator | PI5P4Ka inh | EPAC1 antag
COc1ccccc1C(=O)NCC(=O)NNC(=O)c1cccs1 | 1% | 1% | 2% | -1.2 | 3% | 0.0 | 2 | -6%
Cc1cc(C)n2nc(C(=O)NCc3ccco3)nc2n1 | -10% | 1% | 7% | -4.1 | -1% | -2.7 | -5 | -4%
Cc1ccccc1NC(=O)CCNS(=O)(=O)c1ccc2c(c1)CCC(=O)N2 | -2% | 2% | -10% | 0.6 | -3% | -3.9 | -3 | 21%
COC(=O)C1=C(C)N(CCc2ccccc2)C(=O)/C1=C\c1ccco1 | 2% | 6% | 6% | 0.2 | -4% | 6.2 | 2 | -14%
CCn1nnc(NC(=O)c2ccco2)n1 | 5% | 4% | 4% | -1.6 | -4% | 0.1 | 1 | 2%
COc1ccc(C2=Nc3ccccc3N(C(=O)c3ccc(C(F)(F)F)cc3)C2C(=O)Nc2ccc3c(c2)OCCO3)cc1 (configuration not stated) | -10% | 1% | 7% | · | -7% | 0.0 | -9 | -10%
Cc1ccc(NC(=S)NCCC2=CCCCC2)cc1 | -17% | 6% | -4% | 0.5 | 4% | -1.4 | -7 | -13%
O=S1(=O)N[C@@H](Cc2ccccc2)COc2cccc(N3CCC[C@H]3CO)c21 | -5% | 11% | 1% | 1.4 | 8% | 1.2 | -1 | -5%

Additional results:
Compound | PLK1 PBD block | EPAC2 ag | EPAC1 ag | CCT modulator | WRN helicase inh | IL2 activator | PI5P4Ka inh | EPAC1 antag
CC(C)[C@H](NC(=O)c1cccc(S(=O)(=O)N2CCOCC2)c1)C(=O)Nc1nc2ccccc2s1 | 2% | 11% | 1% | 0.2 | 2% | -1.8 | -3 | -7%
CCN(Cc1ccccc1)C(=O)c1cccnc1 | 1% | -2% | -9% | 3.2 | 3% | -4.0 | -5 | 1%
CCN1CCN(C(=O)c2ccccc2N(Cc2ccccc2)S(=O)(=O)c2ccc(OC)cc2)CC1 | -3% | -1% | 6% | -2.1 | -3% | -2.2 | 1 | -18%
Cc1cccc(NC(=O)c2nc[nH]c2C(=O)N[C@H](C)CO)c1 | 0% | 12% | 5% | 0.3 | -3% | -0.7 | 0 | 5%
Cc1ccc(NC(=S)N(CCN(C)C)C(C)c2cccnc2)cc1 (configuration not stated) | -17% | 10% | 4% | -5.3 | 3% | 7.1 | -8 | -5%
COC(=O)c1cc2occc2n1Cc1nc(-c2cccc(Cl)c2)oc1C | 0% | 1% | 7% | 0.4 | 5% | -2.8 | 2 | -4%
CNc1ccccc(C(=O)/C=C/c2ccccc2OC)c1=O | -22% | 4% | -5% | -2.5 | ? | 1.0 | ? | -26%
COCCOc1ccc(C(F)(F)F)cc1Nc1nc2ccccc2o1 | 6.7µM* | -11% | -16% | -3.1 | -6% | -2.4 | 1 | -7%
CCOCc1cnc(C)nc1NCC(=O)c1c(C)[nH]c2ccc(OC)cc12 | 3% | 7% | 1% | -1.8 | 0%[57.1 µM] | -1.6 | · | 14%
O=C(NCc1ccccc1CN1CCCC1)c1cccc(S(=O)(=O)N2CCOCC2)c1 | -4% | 4% | -2% | 1.3 | 5% | -0.1 | -3 | -4%
COc1cc(CCC(=O)OCn2nnc3ccccc3c2=O)cc(OC)c1OC | -10% | 6% | 3% | -1.5 | 0% | -0.9 | -3 | -3%

An excerpt. The share of hits here may be higher or lower than overall.
